Source: PubChem (National Center for Advancing Translational Sciences (NCATS))
Giardia kill = Giardia lamblia killing; Giardia lamblia trophozoite viability; activity change, % at 7.66 µM, hits read low; hit rate 0.15% among 340,000; AID 540267; in the data active = activity change below about -80%; inconclusive = between about -30% and that limit;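 also: parasites exposed to compound for two days anaerobically before the ATP read; % is scaled to controls: 0 for no effect and ±100 for the full control effect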
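Viability, read as ATP luminescence: trophozoites at 100 cells/well, compound added, 48 hrs anaerobic at 37 deg C, then 15-30 min room-temperature development before reading.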
PKM2 activator = activators of human pyruvate kinase M2; purified PKM2, Kinase-Glo ATP luminescence, activation; response scale: 0% is enzyme alone, no compound; Potency, µM (titrated, usually from 57.5 µM), for the others: at the top dose activation, most hits filed as activators; hit rate 0.34% among 260,000; also: potency is read from the fitted curve at half-maximal effect; % is scaled to controls: 0 for no effect and ±100 for the full control effect; nearly all actives have a fitted effect of over 55% in size
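Kinase-Glo luminescence reports ATP generated from ADP (0.1 mM) and PEP (0.5 mM) by purified hPK-M2 after 1 h at room temperature, pH 7.2 imidazole buffer; intermediate enzyme activity allows detecting inhibitors and activators.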
p53 reactivator = restores transcriptional activity of mutant p53 | Potency, µM (top dose mostly 92.2 µM), without a hit: at the highest dose activity change, positive = activation, most hits filed as activators | H1299 p53-A138V BP100-luciferase reporter, luminescence, 24 h | AID 504706 | hit rate 0.063% among 320,000; also: potency is read from the fitted curve at half-maximal effect; % of control where 0% means no effect; nearly all actives have a fitted effect of over 45% in size
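p53-null H1299 cells stably carrying temperature-sensitive p53-A138V and a BP100-luciferase reporter were pinned with compounds (4-point, 1:5 series) and held 24 hrs at 37 deg C. Luminescence was read 10 min after detection reagent.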
Menin-MLL TR inh = displaces Texas Red mutant MLL peptide from human menin. O00255. Menin + Texas Red MLL mutant peptide, fluorescence polarization. Potency, µM (titrated, usually from 61.6 µM), inactives show at the highest dose FP activity change, negative = inhibition, actives largely listed as inhibitors. hit rate 0.23% among 270,000. AID 1768; active = well fitted inhibition curve with a large enough effect in the polarisation, with a control signal flat, not every such curve was filed as active; inconclusive = small, poorly fitted or top-dose-only effect, or effect the other way, or a change in a side signal; inactive = no such curve, though single readings can be large or run the other way; the % refers to the polarisation; also: potency is read from the fitted curve at half-maximal effect; % of control where 0% means no effect; many of its hits are not listed in these tables
Target sequence (O00255 whole entry, looked up): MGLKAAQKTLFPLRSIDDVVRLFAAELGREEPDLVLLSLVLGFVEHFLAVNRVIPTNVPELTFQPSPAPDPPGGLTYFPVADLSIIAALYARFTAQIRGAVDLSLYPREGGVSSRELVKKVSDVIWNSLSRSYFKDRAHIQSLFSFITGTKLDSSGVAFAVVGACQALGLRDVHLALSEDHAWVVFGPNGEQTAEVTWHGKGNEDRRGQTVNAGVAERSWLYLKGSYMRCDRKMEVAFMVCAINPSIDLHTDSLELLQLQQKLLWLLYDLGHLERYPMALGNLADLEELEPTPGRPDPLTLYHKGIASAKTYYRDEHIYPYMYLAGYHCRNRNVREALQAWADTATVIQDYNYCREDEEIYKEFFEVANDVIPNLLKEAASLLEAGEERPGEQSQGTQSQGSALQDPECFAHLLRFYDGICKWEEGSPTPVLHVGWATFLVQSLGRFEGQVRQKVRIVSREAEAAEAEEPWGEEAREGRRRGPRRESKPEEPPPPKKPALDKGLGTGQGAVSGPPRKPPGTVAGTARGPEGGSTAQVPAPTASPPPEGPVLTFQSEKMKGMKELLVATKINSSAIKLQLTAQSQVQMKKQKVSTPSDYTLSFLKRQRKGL
RORg inh = ROR gamma (mouse) transcription inhibition; P51450; Drosophila S2 Gal4-RORgamma UAS-luciferase reporter, 20 h; Potency, µM (series often up to 53.6 µM), for the others: at the highest dose activity change, negative = inhibition, hits mostly inhibitors; AID 2551; hit rate 5.4% among 310,000; also: potency is read from the fitted curve at half-maximal effect; % is scaled to controls: 0 for no effect and ±100 for the full control effect; nearly all actives have a fitted effect of over 60% in size
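Using a luciferase readout, inhibitors were identified by reduced reporter activity in Drosophila cells coexpressing a copper-inducible Gal4–ROR gamma fusion and UAS-driven Photinus luciferase, incubated 20 hr after 700 uM copper sulfate.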
Gal4-VP16 FLuc = Gal4-VP16 reporter inhibition counter-screen; Drosophila S2 Gal4-VP16 UAS-luciferase, luminescence, 20 h; Potency, µM (highest dose often 53.6 µM), for the others: at the highest dose activity, negative = inhibition, most hits filed as inhibitors; hit rate 3.5% among 310,000; AID 2546;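 also: Gal4-VP16 expression switched on by copper sulfate through the metallothionein promoter; potency is read from the fitted curve at half-maximal effect; % is scaled to controls: 0 for no effect and ±100 for the full control effect; nearly all actives have a fitted effect of over 50% in size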
NPC1 promoter act = NPC1 promoter activation | Huh7 NPC1 promoter luciferase reporter, 24 h | Potency, µM (doses to about 9.22 µM), for the others: at the highest dose activation, usual class: activators | hit rate 2.4% among 320,000;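 also: potency is read from the fitted curve at half-maximal effect; % of control where 0% means no effect; nearly all actives have a fitted effect of over 60% in size; reporter is driven by a mutant NPC1 promoter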
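Stable NPC1-promoter luciferase Huh7 line; cpd (DMSO) 24 h, 37 °C, 5% CO2; Amplite luciferase reagent 10 min RT; luminescence readout. qHTS format.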
FLuc modulator = inhibits or activates purified firefly luciferase, miR-21 counter-screen | hit rate 6.9% among 360,000 | AID 588342 | P08659 | purified FLuc, Km substrates, luminescence inhibition | Potency, µM (highest dose often 57.5 µM), for the others: at the top dose activity change, negative = inhibition, actives largely listed as inhibitors;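 also: potency is read from the fitted curve at half-maximal effect; plate controls were vehicle for no effect and reference inhibitor for full effect; nearly all actives have a fitted effect of over 55% in size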
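Purified P. pyralis luciferase, 10 nM final, with Km-level 10 uM D-luciferin and 10 uM ATP in 50 mM Tris acetate pH 7.5, 10 mM Mg acetate, 0.01% Tween-20, 0.05% BSA; 6-point qHTS titration about 60 µM downward; luminescence read.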
Rab9 prom act = activators of Rab9 promoter | Potency, µM (doses to about 9.22 µM), for inactives: at the highest dose activation, negative = inhibition, hits mostly activators | Huh7 Rab9 promoter-luciferase reporter, luminescence, 24 h | hit rate 2.8% among 320,000; also: potency is read from the fitted curve at half-maximal effect; % of control where 0% means no effect; nearly all actives have a fitted effect of over 60% in size
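Promoter activation is measured as luciferase luminescence in Huh7 cells stably transfected with a Rab9 promoter–luciferase construct, following 24 h compound exposure at 37 °C and 10 min reagent incubation at ambient temperature.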
BRCA1 expr up = BRCA1 expression activation; MCF7-BRCA1-FFLuc reporter, luminescence, 48 h; response scale: scaled: vehicle 0%, 10 µM genistein 100%; Potency, µM (top dose mostly 46.1 µM), inactives show at the highest dose activation, actives largely listed as activators; hit rate 1.1% among 380,000; AID 624202; also: potency is read from the fitted curve at half-maximal effect; nearly all actives have a fitted effect of over 80% in size; some results filed as inactive show a strong effect at the top dose
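Luminescence from a BRCA1-driven firefly luciferase in MCF7 cells was the read-out, taken 15 min after substrate addition following 48 h compound exposure at 37 °C. Data were normalized to a 10 microM genistein control and DMSO vehicle.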
ELG1 genotoxic = induces genotoxicity in HEK293T cells with luciferase-tagged ELG1. Potency, µM (titrated, usually from 46 µM), for inactives: at the highest dose activity change, positive = activation, usual class: activators. AID 504466. hit rate 1.3% among 330,000. HEK293T ELG1-luciferase reporter, luminescence, 16 h; also: potency is read from the fitted curve at half-maximal effect; % of control where 0% means no effect; nearly all actives have a fitted effect of over 60% in size
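Screening used a luciferase reporter fused to human ELG1 in HEK293T cells. Luminescence was read on a CCD plate imager after 16 hr exposure and 30 min ONE-Glo incubation.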
Numbers without * were called inactive; ? = inconclusive; . = no result given; [ ] = dose if it differs, or a comment. Unless noted, calls follow the shape of the dose curve; as a rule, active = well fitted curve in the direction sought with a large enough effect; inconclusive = small, poorly fitted or top-dose-only effect, or another doubt; inactive = no such curve, though single readings can be large; an effect the other way counts as inactive or inconclusive. A portion of the library, so the mix of outcomes need not match the whole.

SMILES	Giardia kill	PKM2 activator	p53 reactivator	Menin-MLL TR inh	RORg inh	Gal4-VP16 FLuc	NPC1 promoter act	FLuc modulator	Rab9 prom act	BRCA1 expr up	ELG1 genotoxic
O=c1[nH][nH]cc1C=NCc1cccc(C(F)(F)F)c1	6	-1%	-2%	1%	-9%	6%	-6%	0%	0%	-21%	8%
CCOc1ccc(N(CC(=O)NCc2ccccc2C)S(C)(=O)=O)cc1	-11	-2%[11.5 µM]	7%	-6%	?	?	3.2µM*	13µM*	?	11µM*	?
Cc1cc(C)c(S(=O)(=O)Cc2ccccc2)c(Cl)n1	3	.	-4%	-14%	-2%	1%	1%	-1%	0%	-25%	-1%
O=C(Nc1ccc2c(c1)OCO2)c1cccc(S(=O)(=O)N2CCCC2)c1	-5	-5%	10%	6%	?	20%	16%	?	11%	0%	6%
CCCC(=O)Nc1ccc2c(c1)nc(CN1CCCC1)n2C	-4	4%	-3%	-11%	0%	-7%	0%	0%	-1%	0%	0%
O=C(CSc1nnc(CCCN2C(=O)c3cccc4cccc(c34)C2=O)n1-c1ccccc1)N1CCCCC1	2	0%	-21%	-1%	42%	6%	0%	-17%	-6%	26%	3%
Cc1csc2nc(CNS(=O)(=O)N(C)C)cn12	24	-14%	15%	-15%	3%	7%	8%	2%	-4%	26%	6%
Cc1cc(NC(=O)CSc2nnc(-c3c[nH]c4ccccc34)n2-c2ccc(Cl)cc2)no1	-16	-5%	-10%	.	?	?	-4%	-1%	4%	-13%	25%
Cn1nnc(C(O)CNCc2ccc(Cl)cc2)n1 (centres undefined)	30[activator]	-3%	-4%	10%	14%	2%[10 µM]	1%	1%	-3%	-1%	25%
O=C(c1ccc(NS(=O)(=O)/C=C/c2ccccc2)cc1)N1CCCCC1	-23	.	-8%	.	.	.	-7%	-2%	-1%	-38%	-11%
CCCCCC(=O)NNC1CC(=O)N(c2ccccc2)C1=O (centres undefined)	18	1%	1%	.	-2%	2%	0%	3%	-1%	2%	0%
COCc1ccc(C(=O)N2CCCC(CCC(=O)NCc3ccccc3F)C2)o1 (centres undefined)	-8	19%	1%	-4%	2%	6%	-19%	-3%	-15%	13%	4%
O=C(c1ccco1)N(CCC(c1ccccc1)c1ccco1)Cc1ccco1 (centres undefined)	-1	?	5%	-4%	7%	?	4%	?	-4%	2%	0%
CN(Cc1ccccc1)c1ccc2nnc(-c3ccccc3)n2n1	8	7%	1%	-5%	?	0%	-5%	1%	-3%	-23%	-2%
Cc1ccc(C(=O)NNC(=O)CCC(=O)Nc2cccc(Cl)c2C)cc1	-2	4%	7%	-3%	38%	18%	-2%	-6%	-2%	24%	4%
O=C(O)CSc1nnc(-c2ccc(S(=O)(=O)N3CCCC3)cc2)n1Cc1ccco1	-4	-1%	15%	-4%	8%	0%	3%	0%	0%	11%	13%
CC(Sc1ccccc1)C(=O)NCCc1ccccc1 (centres undefined)	11	0%	.	-15%	37%	-2%	19%	?	27%	40%	11%
CC(=Nc1ccc(Br)cc1)c1sc2ccccc2c1O	-16	-2%	?	.	?	?	3.2µM*	1.3µM*	3.2µM*	4µM*	3.7µM*
O=C1N=c2ccccc2=C1c1sc(Nc2ccc(O)cc2)nc1O	18	14%	?	?	-29%	-13%	1%	?	-1%	56%	-13%
O=C(NCc1ccco1)C1CCCN(S(=O)(=O)c2cccc3nonc23)C1 (centres undefined)	-6	6%	.	2%	-17%	14%	.	-1%	.	-16%	.
C#CCOCCOCCOCCNc1nc(N2CCN(C(=O)Cn3cc(CC(C)O)nn3)CC2)nc(N2CCN(C(=O)[C@H](C)n3cc(CCCN=C(N)N)nn3)CC2)n1 (some centres undefined)	1	-2%	4%	-2%	-1%	9%	0%	2%	-3%	5%	-1%
NC(=O)c1ccc(C[C@H](C(=O)O)N2C(=O)c3ccc(C(=O)O)cc3C2=O)cc1	.	.	.	-6%	-1%	-3%	-5%	8%	2%	.	.
COc1cc(OC)c(NC(=O)N2CCOCC2)cc1Cl	-13	7%[11.5 µM]	?	-2%	-26%	-7%	0%	4%	4%	-13%	2%
CCOc1ccc(NC2c3ccccc3C(=O)N2Cc2ccc3c(c2)OCO3)cc1 (centres undefined)	4	-15%	-1%	-7%	14%	10%	4%	12%	-7%	-13%	-4%
COc1ccc2cnnc(SCC(=O)Nc3ccc(C(=O)O)cc3)c2c1OC	22	-8%	-7%	-1%	15%	-4%	4%	-3%	-4%	-13%	-3%
CCOC(=O)c1c(N2C(=O)C3CC(C)=C(C)CC3C2=O)sc(C)c1C (centres undefined)	-1	2%	2%	-29%	-2%	24%	-3%	1%[2.3 µM]	2%	-3%	0%
CN(C(=S)NC(=O)c1ccccc1)C1CCCCC1	5	1%	5%	0%	1.1µM*	1.3µM*	1%	-3%	10%	1%	4%
Cc1cccc(NC(=O)Cc2noc3ccccc23)c1	9	18%	?	-13%	20%	-11%	?	17µM*	?	11µM*	?
COc1ccc(C(Nc2cc(C)ccn2)c2ccc3ccc(C)nc3c2O)cc1 (centres undefined)	15	3%	6%	.	2.5µM*	3.5µM*	10%	0%	0%	-8%	-2%
O=C(NN1CCOCC1)c1ccc(Cl)cc1	-9	0%	-1%	4%	-7%	-2%	-4%	5%	-8%	-4%	0%
Cc1ccccc1OCC(=O)NCCCNC(=O)c1ccco1	-12	0%	6%	12%	-24%	?	-5%	-1%	3%	-10%	-2%
O=C(CCC(=O)Nc1ccc(F)cc1)N/N=C/c1c[nH]c2ccccc12	-6	-2%	-3%	?	2%	7%	-1%	?	-4%	-39%	-2%
CCOC(=O)CSc1nnc(-c2c[nH]c3ccccc23)o1	3	3%	-23%	-15%	-11%	-19%	0%	19µM*	0%	-10%	-3%
Cc1nc(C)c(-c2ccc(SCc3ccccc3C)nn2)s1	9	-5%[0.46 µM]	9%	-20%	25%	-11%	19%	13µM*	25%	?	10%
Cc1cccc(-n2c(C)cc(/C=C3/C(=N)N4C(c5ccccc5)=CSC4=NC3=O)c2C)c1	0	-3%	-4%	-16%	-2%	-5%	0%	-13%	0%	-19%	-3%
Cc1occc1C(=O)N1CCCC(Nc2ccc(F)cc2)C1 (centres undefined)	0	0%	9%	-12%	-18%	-2%	-4%	-8%	0%	4%	0%
O=C(CC1SC(=NC2CCCCC2)NC1=O)Nc1ccccc1 (centres undefined)	26	-17%	-13%	7%	-5%	-23%	4%	-12%	-2%	-4%	-4%
CCC1CCCCN1C(=O)COC(=O)c1n[nH]c2ccccc12 (centres undefined)	1	-3%	3%	1%	2%	2%	8%	?	14%	11%	2%
COc1cc(-c2ccc(NC(=O)c3ccc(C)cc3)c(OC)c2)ccc1NC(=O)c1ccc(C)cc1	-16	-1%	6%	-7%	9%	0%	-8%	2%	4%	-1%	6%
Cn1c(=O)cc(N2CCOCC2)[nH]c1=O	-13	-17%	1%	12%	-26%	-14%	-3%	2%	-4%	0%	1%
COc1ccc(N2C(=O)C3CCCN3C2c2ccccc2Cl)cc1 (centres undefined)	-23	3%	12%	-9%	33%	4%	6%	-4%	-4%	26%	18%
O=C(COC(=O)c1ccc(F)cc1F)NC(=O)Nc1ccc2c(c1)OCCO2	-19	.	?	.	.	.	15%	-18%	2%	80%	10%
CCOC(=O)C1=C(N)Oc2ccc3ccccc3c2C1c1ccc(O)c(OC)c1 (centres undefined)	9	.	-2%	85%[activator]	10%	0%	-6%	0%	-4%	-38%	-1%
Cc1ccc(CNC(=O)CCc2nnc(Cc3ccc(-c4ccccc4)cc3)o2)o1	-7	?	3%	?	1%	-16%	-2%	-17%	1%	-14%	1%
COc1c(Br)cc(Br)cc1/C=N/NC(=O)c1ccncc1	-4	-12%	-4%	47%[activator]	14µM*	-3%	-2%	-10%	-8%	-4%	-3%
COC(=O)c1c(-c2ccccc2)csc1NC(=O)c1c(-c2ccccc2)noc1C	-22	6%	?	12%	0%	7%	0%	2%	20%	-17%	-11%
CCOC(=O)C1CCN(C(=O)COc2ccc(S(=O)(=O)NC(C)C)cc2)CC1	5	3%	.	13%	4%	-4%	.	18%	.	2%	.
